Peg3 promoter: reduces Peg3 promoter-driven luciferase expression in HeLa | HeLa PEG-Prom luciferase reporter, luminescence, overnight | inhibition, % at 20 µM | hit rate 1.7% among 360,000 | AID 588405;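 active = inhibition of at least 50% at 20 µM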
hiPSC survival: hiPSC single-cell survival enhancement; survival enhancement, % at 20 µM; AID 602274; ATPlite luminescence; 100% = ROCK inhibitor wells, 0% = DMSO; hit rate 0.044% among 360,000; in the data active = survival enhancement above about 18%;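 note: cells exposed to compounds for 16 hours before the ATP read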
HIF-2a inh: HIF-2a inhibition; 786-0 RCC cells HIF-2a reporter, luciferase luminescence, overnight; hit rate 0.72% among 360,000; AID 624352; inhibition, % at 18.8 µM;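 active = inhibition of the luminescence signal of 40% or more relative to plate controls, in a single-dose primary screen at 18.75 µM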
aDG glyco up: increases alpha dystroglycan glycosylation. Pro5-aDG cells, alpha-DG glycosylation AlphaScreen (IIH6); 0% Pro5, 100% B10-LARGE cell signal. activation, % at 10 µM. hit rate 0.22% among 360,000;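 active = activation of at least 8% versus controls, or a plate z-score of at least 8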;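 note: Pro5 are CHO cells carrying HIG-tagged alpha-DG that lacks glycosylation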
NR2E3 ag-1: activates human NR2E3 receptor | AID 602229 | Q9Y5X4 | inhibition of corepressor binding, % at 3.98 µM | CHO-S Gal4-NCOR/VP16-NR2E3 two-hybrid, luciferase | hit rate 0.35% among 360,000;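 active = inhibition above the mean of all tested compounds plus 3 SD, cut at about 70% in these data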;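 note: 0% = DMSO with NR2E3 transfected cells and 100% = cells lacking NR2E3 construct; higher means lower luciferase signal from less NR2E3 corepressor binding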
Target sequence (Q9Y5X4 whole entry, looked up, the tested form may be a part): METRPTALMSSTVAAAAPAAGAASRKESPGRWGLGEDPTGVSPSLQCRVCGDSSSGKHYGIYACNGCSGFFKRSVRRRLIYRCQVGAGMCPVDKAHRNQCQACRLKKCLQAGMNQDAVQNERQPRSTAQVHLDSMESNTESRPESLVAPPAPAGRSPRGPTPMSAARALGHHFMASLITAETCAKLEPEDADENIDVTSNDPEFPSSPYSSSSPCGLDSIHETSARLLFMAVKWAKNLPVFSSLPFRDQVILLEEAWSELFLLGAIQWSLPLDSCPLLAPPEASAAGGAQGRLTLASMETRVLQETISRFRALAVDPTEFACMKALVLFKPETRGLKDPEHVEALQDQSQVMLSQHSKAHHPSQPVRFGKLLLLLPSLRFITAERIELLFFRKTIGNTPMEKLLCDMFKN
CaV13 FRET inh: Disruptors of the CACNA1D IQ motif to Ca2+-dependent inactivation inhibitor domain association, primary screening, Förster resonance energy transfer in intact living …. HEK cells, CFP/YFP FRET ICDI-IQ, plate reader, 10 min; percent FRET-ratio fall versus neutral wells. inhibition, % at 12.3 µM. hit rate 0.098% among 340,000;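 active = mean replicate inhibition of at least 30% and at least 1% of replicates passing that level; inconclusive = only one of the two criteria is met; inactive = neither criterion is met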;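 note: 0% = median of the neutral control wells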
TRPM1 prom inh: MITF TRPM1 promoter inhibition in SK-MEL-5 cells; SK-MEL-5 TRPM1 promoter luciferase, 24 h; inhibition, % at 12.5 µM; hit rate 0.83% among 330,000; AID 488899;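 active = mean inhibition across replicates of 60% or more, whatever share of single replicates reaches that level; inconclusive = some that reach 60%, reason not given; inactive = mean inhibition across replicates below 60%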; note: values of inactives mirror those of a sister screen read the other way
PDI inh: blocks human protein disulfide isomerase activity; P07237; PDI insulin aggregation turbidity, A650, 90 min; inhibition, % at 10 µM; hit rate 0.052% among 350,000;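 active = mean inhibition across replicates of 30% or more, whatever share of single replicates reach that level; inconclusive = mean inhibition below 30% while every single replicate reaches 30%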;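 note: absorbance from insulin aggregation driven by PDI reduction with DTT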
Target sequence (P07237 whole entry, looked up): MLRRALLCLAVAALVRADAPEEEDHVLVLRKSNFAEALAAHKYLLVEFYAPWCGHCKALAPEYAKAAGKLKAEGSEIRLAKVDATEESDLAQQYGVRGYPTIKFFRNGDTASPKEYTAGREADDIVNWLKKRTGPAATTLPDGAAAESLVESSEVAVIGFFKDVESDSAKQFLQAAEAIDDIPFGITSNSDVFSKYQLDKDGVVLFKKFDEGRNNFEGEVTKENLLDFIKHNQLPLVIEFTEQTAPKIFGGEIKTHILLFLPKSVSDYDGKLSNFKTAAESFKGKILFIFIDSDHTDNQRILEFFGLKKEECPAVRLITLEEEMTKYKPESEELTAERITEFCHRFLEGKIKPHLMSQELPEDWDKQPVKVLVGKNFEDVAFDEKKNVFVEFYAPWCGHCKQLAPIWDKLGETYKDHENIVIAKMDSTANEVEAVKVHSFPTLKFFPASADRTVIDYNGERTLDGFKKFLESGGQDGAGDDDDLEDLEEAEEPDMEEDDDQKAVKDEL
Exocytosis inh: blocks lytic granule exocytosis. inhibition, % at 10 µM. hit rate 0.66% among 360,000. AID 651702. TALL-104 LAMP-1 surface exposure, flow cytometry; cells stimulated with thapsigargin and PMA;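 active = inhibition above about 55%, limit read from the data; inconclusive = no clear call, values can overlap the other calls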
NR2E3 ag-2: NR2E3 (human) agonism; GST-NR2E3/biotin-RetCOR TR-FRET, 1536-well; inhibition of corepressor binding, % at 4.78 µM; hit rate 0.12% among 320,000; AID 2300;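 active = percent inhibition above the cutoff of mean plus 3 SD of all tested compounds, set per screening campaign, cut at about 20% in these data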;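 note: 0% = DMSO wells and 100% = biotin wells as full block of FRET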
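Material – GST-tagged NR2E3 plus biotinylated RetCOR corepressor · Quantity – NR2E3 fusion 1.35 nM · Times – 5 h incubation at 4 °C · Medium – pH 7.5 Tris-based buffer · Technique – TR-FRET, Eu(K)-anti-GST donor, streptavidin-D2 acceptor, ex 340, em 617/671 nm · Benchmarks – high control biotin, low control 0.6% DMSO · Format – 1536-well plates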
Vif imaging: blocks HIV Vif function; HEK293T cells, Vif self-association by quenched fluorescence, imaging, 24 h; AID 602346; hit rate 0.35% among 340,000; inhibition, % at 7.49 µM; in the data active = inhibition above about 50%, passing the limit was not always enough; inconclusive = no clear call, values can overlap the other calls; inactive = below about 31%; note: some results filed as inactive read as strong as hits
* = called active by the depositor; ? = inconclusive; . = no result given.

(1) COc1ccc(Cl)cc1S(=O)(=O)N(C)CC(=O)N1CCCC1
(2) COc1ccccc1OCc1ccc(C(=O)Nc2ccccc2)cc1
(3) O=C(Nc1ccc(OC(F)(F)F)cc1)c1ccccc1-n1cnnn1
(4) CC1(c2ccccc2Br)NC(=O)N(CC(=O)NC2CCCCC2)C1=O (configuration not stated)
(5) CCCOc1ccc(-c2nnc(-c3ccncc3)o2)cc1
(6) CC(CC(=O)N(C)C1CCCCC1)S(=O)(=O)c1ccc2c(c1)NC(=O)CO2 (configuration not stated)
compound no.,1,2,3,4,5,6
Peg3 promoter,-2,-230,2,8,-281,5
hiPSC survival,-0.4,-0.4,-1.6,-0.4,1.6,0.1
HIF-2a inh,13,-219,15,16,-167,6
aDG glyco up,-0.1,0.2,0.3,0.0,0.4,-0.1
NR2E3 ag-1,-11,-31,-16,16,-98,-1
CaV13 FRET inh,-1,-15,-3,-5,-5,-2
TRPM1 prom inh,12,-65,3,-4,-42,0
PDI inh,-3,-3,6,-9,-1,1
Exocytosis inh,-9,-2,11,0,-1,-1
NR2E3 ag-2,-3,3,.,3,1,0
Vif imaging,-14,-11,13,0,-10,1

(7) O=C(NCC1CC1)c1ccc2c3n(nc2c1)-c1ccccc1CO3
(8) O=S(=O)(Nc1cccnc1)c1cccc(C(F)(F)F)c1
(9) CC(C)Oc1ccc(C(=O)NCCCNC(=O)c2cccnc2)cc1
(10) O=C1OCCC1Sc1nc2cc(Cl)ccc2n1Cc1ccccc1 (configuration not stated)
(11) Cc1ccc(CNC(=O)C23CN(Cc4ccccc4)CC2C(c2ccc([N+](=O)[O-])cc2)=NO3)o1 (configuration not stated)
(12) Cn1c(SC/C=C/c2ccccc2)nnc1-c1ccco1
compound no.,7,8,9,10,11,12
Peg3 promoter,-100,-3,-3,10,3,-28
hiPSC survival,-5.3,-2.2,-0.3,1.0,1.5,0.7
HIF-2a inh,-166,7,-7,51*,-2,-57
aDG glyco up,0.0,-0.4,0.5,-0.2,-0.1,-0.1
NR2E3 ag-1,-107,-4,20,-2,-38,-24
CaV13 FRET inh,-6,-5,-5,-3,-4,.
TRPM1 prom inh,-41,12,5,1,-8,-13
PDI inh,1,-7,-12,-4,4,8
Exocytosis inh,-3,10,0,-3,6,0
NR2E3 ag-2,0,2,-3,2,-1,4
Vif imaging,-3,11,-4,.,14,8

(13) CCc1ccc(C(=O)c2ccccc2C(=O)O)s1
(14) CC(=O)c1ccc(S(=O)(=O)N(C)CC(=O)NCC2CCCCC2)cc1
(15) Cc1ccc2nc(COc3ccc(Cl)cc3)cc(=O)n2c1
(16) CSc1nccc(NC(=O)c2cccc(Br)c2)n1
(17) O=C(NCCCN1CCOCC1)c1cc(-c2ccc(F)cc2)on1
(18) Cc1cc(C)cc(-n2ccnc2SCC(=O)Nc2ccc3c(c2)OCCO3)c1
compound no.,13,14,15,16,17,18
Peg3 promoter,-2,-58,-270,-77,13,-8
hiPSC survival,0.6,-0.4,0.2,-0.9,-1.8,1.5
HIF-2a inh,9,-70,-298,-60,-27,1
aDG glyco up,-0.2,-0.1,-0.4,0.5,-0.3,0.1
NR2E3 ag-1,-10,-2,-82,-21,-34,10
CaV13 FRET inh,-4,-6,-5,-12,-3,.
TRPM1 prom inh,7,-22,-67,-1,32,4
PDI inh,1,-2,1,-1,5,-8
Exocytosis inh,5,?,0,-2,1,11
NR2E3 ag-2,6,0,1,2,2,-2
Vif imaging,21,-1,-4,1,6,0

(further entries)
Order of values – Peg3 promoter | hiPSC survival | HIF-2a inh | aDG glyco up | NR2E3 ag-1 | CaV13 FRET inh | TRPM1 prom inh | PDI inh | Exocytosis inh | NR2E3 ag-2 | Vif imaging
19. CCN(CC)S(=O)(=O)c1cc(NC(=O)c2cc([N+](=O)[O-])ccc2N2CCOCC2)ccc1C
→ 23 | 0.3 | 11 | -0.4 | 3 | -6 | 8 | -2 | 2 | 2 | -10
20. O=C1NC(=S)NC1(c1ccccc1)c1ccccc1
→ 18 | -2.7 | 18 | 0.0 | 10 | -16 | 1 | -6 | 27 | . | 14
21. Cc1cc(-c2nnc(SCC(=O)NC3CC3)n2C(C)C)cs1
→ 4 | -0.4 | -3 | 0.1 | -18 | -5 | 4 | 2 | -1 | -1 | .
22. COc1ccc(CCNC(=O)C2=CCN(S(=O)(=O)c3ccc(F)cc3)CC2)cc1OC
→ 10 | 0.0 | 14 | 0.0 | -11 | -2 | -21 | 3 | -9 | 2 | 3
23. COc1ccc(C(=O)OCC(=O)Nc2ccc(N3CCOCC3)cc2)cc1OC
→ -5 | -0.4 | -3 | 0.1 | 4 | -19 | 6 | -3 | 0 | 2 | -4
24. CCn1c(NC(=O)c2ccc(COc3ccc(C)cc3[N+](=O)[O-])o2)nc2ccccc21
→ -20 | -2.2 | -37 | -0.2 | -12 | -5 | -2 | 12 | 4 | 2 | 8
25. CCOC(=O)N1CCN(C(=O)c2cccn3c(=O)c4cc(Cl)ccc4nc23)CC1
→ 3 | -0.4 | 0 | -0.3 | 15 | -7 | -4 | -4 | 6 | 4 | .
26. O=C1c2ccccc2-c2c1c1ccccc1c(=O)n2-c1ccccc1
→ 20 | 0.3 | -15 | -0.3 | -23 | -3 | 1 | -4 | -18 | . | -5
27. Cc1cccc2c(=O)c(C(=O)NCCc3ccccc3)c[nH]c12
→ -101 | 1.5 | -164 | 0.1 | -44 | -2 | -44 | -2 | 0 | 5 | -3
28. O=C(NCC(=O)N1CCCC(C(F)(F)F)C1)c1ccccc1Br (configuration not stated)
→ -7 | -0.4 | 2 | -0.2 | -4 | -7 | 4 | 3 | -3 | 0 | -3
29. CCOC(=O)c1ccc2nc(C)c(C)nc2c1
→ -109 | -0.1 | -95 | 0.0 | -15 | -3 | -12 | 1 | -4 | 5 | 24
30. Clc1cnc(N/N=C/c2cccs2)c(Cl)c1
→ -326 | -1.4 | -230 | 0.0 | -85 | . | -75 | -6 | 6 | -1 | -4
31. O=C1c2cccc(Sc3ccccc3)c2C(=O)c2c(Sc3ccccc3)cccc21
→ -10 | -0.2 | -23 | -0.6 | 9 | -5 | -12 | 0 | -6 | 0 | -4
32. CCC(CC)NC(=O)CSc1nnc(-c2ccc(OC)cc2)n1C(C)C
→ 9 | -2.7 | 8 | 0.1 | 11 | -3 | 7 | 8 | -3 | -1 | 27
33. CC(=O)Nc1ccc(S(=O)(=O)NNC(=O)COc2cc(C)ccc2C(C)C)cc1
→ 8 | 5.2 | 23 | -0.3 | -12 | . | -4 | -1 | 1 | 3 | -2
34. CC(C)(C)C(=O)O/N=C(\N)c1ccc(Br)cc1
→ -42 | 1.2 | 11 | 0.2 | -15 | -5 | -24 | 5 | -3 | 1 | 0
35. c1ccc(OCCSc2nnnn2C2CCCCC2)cc1
→ -164 | -0.6 | -206 | 0.6 | -106 | -2 | -45 | -2 | -2 | 1 | -1
36. CC(O)[C@H]1CC[C@H]2[C@@H]3CC[C@H]4C[C@@H](O)CC[C@]4(C)[C@H]3C(=O)C[C@]12C (some centres not stated)
→ 8 | 3.6 | 8 | 0.1 | -17 | -11 | 4 | 2 | -8 | -1 | -3
37. O=C(O)C(Cc1ccccc1)NS(=O)(=O)c1ccc2c(c1)OCCO2 (configuration not stated)
→ -11 | -2.6 | -9 | 0.0 | -15 | -3 | 8 | 12 | -1 | 0 | 44
38. COCOCCn1cc(CN2CCS(=O)(=O)N(Cc3ccc(-c4cccc(CO)c4)cc3)C(C)C2=O)nn1 (configuration not stated)
→ -2 | 2.9 | -4 | 0.0 | -4 | -6 | . | -1 | 23 | . | -1
39. COc1ccc(/C=C/C(=O)c2cc(Cl)ccc2O)c(OC)c1
→ -70 | -0.9 | -52 | -0.3 | -48 | -5 | -28 | 10 | -2 | 1 | 2
40. O=C1CC(c2ccc(O)cc2)Oc2cc(O)ccc21 (configuration not stated)
→ -82 | -0.9 | -21 | 0.0 | -20 | . | -29 | . | -6 | 3 | -6
41. O=c1[nH]cc(O)c(=O)[nH]1
→ 12 | 0.5 | -5 | -0.2 | 1 | . | -2 | . | 0 | 2 | -5
42. CC(=O)Nc1ccc(C(=O)NNC(=O)c2cc([N+](=O)[O-])cc([N+](=O)[O-])c2)cc1
→ 17 | 0.3 | 17 | -0.1 | -37 | 0 | -1 | -1 | -12 | -1 | 13
43. Cc1sc2ncnc(OCC(=O)NC3CCS(=O)(=O)C3)c2c1C (configuration not stated)
→ 9 | -1.0 | 11 | 0.0 | -20 | -6 | -1 | 0 | -2 | 3 | 4
44. Oc1ccc(/C=N/n2cc(-c3ccccc3)[nH]c2=S)cc1
→ -62 | 1.8 | -100 | 0.2 | -31 | 7 | -9 | -4 | -2 | 0 | -3
45. CC(=O)Nc1ccc(C(=O)CSc2cc(C)c3cccc(C)c3n2)cc1
→ -6 | 0.0 | -59 | 0.1 | -12 | -5 | -1 | 11 | 2 | 1 | 3
46. CCCCC[C@H](C)N1C[C@@H](COCc2ccccc2)Oc2cc(N3CCC[C@@H]3CO)ccc2S1(=O)=O
→ . | 0.1 | 5 | 0.0 | -3 | 2 | . | . | 0 | . | .

In another format: entries from further up.
# | Molecule | Peg3 promoter | hiPSC survival | HIF-2a inh | aDG glyco up | NR2E3 ag-1 | CaV13 FRET inh | TRPM1 prom inh | PDI inh | Exocytosis inh | NR2E3 ag-2 | Vif imaging
44 | Oc1ccc(/C=N/n2cc(-c3ccccc3)[nH]c2=S)cc1 | -62 | 1.8 | -100 | 0.2 | -31 | 7 | -9 | -4 | -2 | 0 | -3
39 | COc1ccc(/C=C/C(=O)c2cc(Cl)ccc2O)c(OC)c1 | -70 | -0.9 | -52 | -0.3 | -48 | -5 | -28 | 10 | -2 | 1 | 2
46 | CCCCC[C@H](C)N1C[C@@H](COCc2ccccc2)Oc2cc(N3CCC[C@@H]3CO)ccc2S1(=O)=O | . | 0.1 | 5 | 0.0 | -3 | 2 | . | . | 0 | . | .
45 | CC(=O)Nc1ccc(C(=O)CSc2cc(C)c3cccc(C)c3n2)cc1 | -6 | 0.0 | -59 | 0.1 | -12 | -5 | -1 | 11 | 2 | 1 | 3
